HSF1 inhib – HSF1 inhibition; NIH3T3-HGL HSE-luciferase, MG132-induced, luminescence 8 h; active compounds read low; activity change, negative = inhibition, % at 7.5 µM (by protocol); 300,000 tested, 0.77% active;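 active means more than half of replicate wells show activity change below -50%, luminescence cut by over half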;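 further: luciferase reports HSF-1 transcriptional activity via heat shock element; 0% = median of DMSO wells and -100% = zero luminescence signal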
HIF act – HIF pathway transcriptional activation. 300,000 tested, 0.32% active. activation, % at 7.5 µM (by protocol). AID 1910. U2OS HRE-luciferase reporter, luminescence; normalized: DMSO 0%, desferrioxamine 100%;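 active means mean activation of at least 10% of the iron chelator positive control signal, with at least half of replicates also reaching 10%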
SKKanGAS inh – inhibitors of SKKanGAS S. pyogenes growth in kanamycin (SK-promoter or general growth effect); BacTiter-Glo, 6 h; inhibition, % at 7.5 µM; 300,000 tested, 1.3% active;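 active means mean replicate score, as percent of positive control median, at least 50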;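 further: strain carries kanamycin resistance gene driven by streptokinase promoter and grows in 40 µg/ml kanamycin; loss of luminescence reflects streptokinase promoter inhibition or plain growth inhibition; 0% = median of DMSO wells and 100% = positive control at its reference dose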
HSP90 inh – HSP90 refolding inhibition in rabbit reticulocyte lysate | luciferase refolding luminescence, 3 h | inhibition, % at 5.6 µM | 290,000 tested, 0.91% active | AID 1789;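 active means inhibition above the screen-wide mean plus 3 SD, computed separately per campaign, cut at about 16% in these data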;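 further: 0% = DMSO wells and 100% = 60 µM geldanamycin wells; inhibitors lower the luminescence because luciferase stays unfolded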
HSF1 activator – increases HSF-1 driven luciferase reporter signal; NIH3T3-HGL HSF-1 luciferase reporter, MG132, 8 h; 100% = twice DMSO control signal; activation, % at 9 µM; 300,000 tested, 1.7% active; AID 504408;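 active means mean replicate activation of at least 50% with a set share of replicates each reaching 50%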;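 further: 0% = median of the neutral control wells and 100% = twice that signal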
aSyn UTR inh – 5' untranslated region of α-synuclein, MLPCN primary screen; alpha-synuclein 5'UTR reporter, inhibitor activity; 300,000 tested, 0.82% active; inhibition, % (tested at 7.5 µM); AID 1813; in the data active means inhibition above about 60%;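 further: H4 neuroglioblastoma cells stably carrying SNCA 5'UTR luciferase fusion; 0% = DMSO wells and 100% = positive control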
Platelet DG rel – modulates dense granule release in human platelets | inhibition, %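 (compounds screened at 7.5 µM in platelet-rich plasma)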 | 300,000 tested, 0.22% active | AID 1663 | human platelet-rich plasma, SFLLRN dense granule ATP release, luminescence;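 active means mean replicate score, as percent of positive control, at or above 50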
IEC-6 cytotox – kills IEC-6 intestinal cells in KLF5 counter-screen; IEC-6 cytotoxicity, luminescence viability; inhibition, % at 5 µM; 290,000 tested, 0.78% active; AID 1825; in the data active means inhibition above about 22%;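 further: 0% = plate median of test compound wells and 100% = cytotoxic reference compound wells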
AI-2 QS modul – Vibrio harveyi AI-2 quorum sensing modulation. Vibrio harveyi JMH597 AI-2 luminescence/OD600 ratio, 9 h; active compounds read low; strain lacks LuxN and CqsS sensors; 0 = neutral-control median. activity change, % at 7.5 µM. 300,000 tested, 0.4% active; in the data active means activity change below about -75%, passing the limit was not always enough;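 further: luminescence divided by OD600 gain over 9 h not by final OD600 alone; inactives centre near 13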
KLF5 inhibitor – inhibitors of KLF5 expression; DLD-1 KLF5 promoter-luciferase reporter, luminescence; inhibition, % at 5 µM; 290,000 tested, 0.23% active;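 active means inhibition above a per-plate limit of that plate's mean compound inhibition plus 3 SD, cut at about 60% in these data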;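 further: 0% = DMSO wells and 100% = LY294002 at 200 µM; higher means less KLF5 promoter-driven luciferase light; inactives centre near -14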
Starred values were filed as active, the others as inactive.

Results for Cc1ccc2c(c1)c1ncnc(N3CCc4ccccc4C3)c1n2C ?
HSF1 inhib: 27; HIF act: 2.1; SKKanGAS inh: 47; HSP90 inh: -1; HSF1 activator: 37; aSyn UTR inh: -59; Platelet DG rel: -6; IEC-6 cytotox: 1; AI-2 QS modul: 20; KLF5 inhibitor: -42

How did CCC(=O)OCC(=O)N=c1sccn1Cc1ccc(C)cc1 do in these assays?
HSF1 inhib: -15; HIF act: -0.3; SKKanGAS inh: 4; HSP90 inh: -6; HSF1 activator: -15; aSyn UTR inh: -18; Platelet DG rel: -1; IEC-6 cytotox: -5; AI-2 QS modul: 36; KLF5 inhibitor: -31

How did COc1ccc(C)cc1Nc1n[n+](-c2ccccc2)c(-c2ccc(NC(C)=O)cc2)s1 do in these assays?
HSF1 inhib: -5; HIF act: -0.9; SKKanGAS inh: 4; HSP90 inh: -3; HSF1 activator: -12; aSyn UTR inh: 18; Platelet DG rel: 1; IEC-6 cytotox: 0; AI-2 QS modul: 0; KLF5 inhibitor: -27

Results for CC/C(C)=N/NS(=O)(=O)c1ccc(C)c([N+](=O)[O-])c1 ?
HSF1 inhib: -1; HIF act: -0.5; SKKanGAS inh: -3; HSP90 inh: 2; HSF1 activator: 1; aSyn UTR inh: 22; Platelet DG rel: -2; IEC-6 cytotox: 1; AI-2 QS modul: 17; KLF5 inhibitor: 0

Results for CC(C)(C)N1CC(c2nc3ccccc3n2Cc2ccc(Cl)cc2)CC1=O (centres undefined) ?
HSF1 inhib: 10; HIF act: -0.2; SKKanGAS inh: -1; HSP90 inh: -3; HSF1 activator: 16; aSyn UTR inh: 13; Platelet DG rel: 0; IEC-6 cytotox: -2; AI-2 QS modul: 9; KLF5 inhibitor: -38

Results for CCn1c(=O)cc(OCC(=O)NCC2CCCO2)c2ccccc21 (centres undefined) ?
HSF1 inhib: 8; HIF act: -0.3; SKKanGAS inh: -3; HSP90 inh: 3; HSF1 activator: 7; aSyn UTR inh: -5; Platelet DG rel: -2; IEC-6 cytotox: 1; AI-2 QS modul: 10; KLF5 inhibitor: -40

What do the screens show for `O=C1CCC/C(=N/NC(=O)c2ccc(CN3c4cccc5cccc(c45)S3(=O)=O)cc2)C1`?
HSF1 inhib: -5; HIF act: -0.5; SKKanGAS inh: -2; HSP90 inh: 7; HSF1 activator: 13; aSyn UTR inh: 8; Platelet DG rel: 1; IEC-6 cytotox: -4; AI-2 QS modul: 3; KLF5 inhibitor: -9

Results for Brc1ccc(N/N=C(/N=Nc2nn[nH]n2)c2ccccc2)cc1 ?
HIF act: 84*; SKKanGAS inh: 35; HSP90 inh: -23; aSyn UTR inh: 97*; Platelet DG rel: 6; IEC-6 cytotox: 10; AI-2 QS modul: -19; KLF5 inhibitor: 43

What do the screens show for `CCOC(=O)c1cnc2ccc(Br)cc2c1NCCCN1CCOCC1`?
HSF1 inhib: 10; HIF act: 0.7; SKKanGAS inh: -10; HSP90 inh: 1; HSF1 activator: 3; aSyn UTR inh: -1; Platelet DG rel: 0; IEC-6 cytotox: -3; AI-2 QS modul: 9; KLF5 inhibitor: -23

How did CN(C)CC(C)(C)CNC(=S)Nc1cc(S(=O)(=O)N2CCOCC2)ccc1Cl do in these assays?
HSF1 inhib: 4; HIF act: 0.0; SKKanGAS inh: 0; HSP90 inh: 0; HSF1 activator: 9; aSyn UTR inh: 12; Platelet DG rel: -7; IEC-6 cytotox: -2; AI-2 QS modul: -4; KLF5 inhibitor: -11

The last 4 compounds of the section above come first, to join the parts.
What do the screens show for `O=C1CCC/C(=N/NC(=O)c2ccc(CN3c4cccc5cccc(c45)S3(=O)=O)cc2)C1`?
HSF1 inhib: -5; HIF act: -0.5; SKKanGAS inh: -2; HSP90 inh: 7; HSF1 activator: 13; aSyn UTR inh: 8; Platelet DG rel: 1; IEC-6 cytotox: -4; AI-2 QS modul: 3; KLF5 inhibitor: -9

Results for Brc1ccc(N/N=C(/N=Nc2nn[nH]n2)c2ccccc2)cc1 ?
HIF act: 84*; SKKanGAS inh: 35; HSP90 inh: -23; aSyn UTR inh: 97*; Platelet DG rel: 6; IEC-6 cytotox: 10; AI-2 QS modul: -19; KLF5 inhibitor: 43

What do the screens show for `CCOC(=O)c1cnc2ccc(Br)cc2c1NCCCN1CCOCC1`?
HSF1 inhib: 10; HIF act: 0.7; SKKanGAS inh: -10; HSP90 inh: 1; HSF1 activator: 3; aSyn UTR inh: -1; Platelet DG rel: 0; IEC-6 cytotox: -3; AI-2 QS modul: 9; KLF5 inhibitor: -23

How did CN(C)CC(C)(C)CNC(=S)Nc1cc(S(=O)(=O)N2CCOCC2)ccc1Cl do in these assays?
HSF1 inhib: 4; HIF act: 0.0; SKKanGAS inh: 0; HSP90 inh: 0; HSF1 activator: 9; aSyn UTR inh: 12; Platelet DG rel: -7; IEC-6 cytotox: -2; AI-2 QS modul: -4; KLF5 inhibitor: -11

What do the screens show for `COc1ccccc1C1CCN(Cc2c(C)[nH]c3ccccc23)CC1`?
HSF1 inhib: 4; HIF act: -1.1; SKKanGAS inh: -1; HSP90 inh: 6; HSF1 activator: 24; aSyn UTR inh: -6; Platelet DG rel: -14; IEC-6 cytotox: -2; AI-2 QS modul: 33; KLF5 inhibitor: 2

What do the screens show for `CN(CC(=O)Nc1ccccc1Cl)C(=O)COC(=O)C1CCN(c2ccc(C(F)(F)F)cn2)CC1`?
HSF1 inhib: 14; HIF act: 0.1; SKKanGAS inh: -9; HSF1 activator: 32; aSyn UTR inh: 9; Platelet DG rel: 5; AI-2 QS modul: 0

What do the screens show for `c1ccc2c(c1)[nH]c1c(N3CCN(C4CCCCC4)CC3)ncnc12`?
HSF1 inhib: 26; HIF act: 0.5; SKKanGAS inh: 0; HSP90 inh: -2; HSF1 activator: -8; aSyn UTR inh: 4; Platelet DG rel: 2; IEC-6 cytotox: 1; AI-2 QS modul: 32; KLF5 inhibitor: -3

Results for Cc1[nH]nc(N)c1N=Nc1ccc(Br)cc1 ?
HSF1 inhib: 2; HIF act: 1.3; SKKanGAS inh: 16; HSP90 inh: 1; HSF1 activator: 20; aSyn UTR inh: 1; Platelet DG rel: 8; IEC-6 cytotox: 9; AI-2 QS modul: 18; KLF5 inhibitor: -30

What do the screens show for `C/C(=N\Nc1ccc(Cl)c(Cl)c1)c1ccc(-n2ccnc2)cc1`?
HSF1 inhib: -10; HIF act: 0.6; SKKanGAS inh: 81*; HSP90 inh: 1; HSF1 activator: -2; aSyn UTR inh: -52; Platelet DG rel: -12; IEC-6 cytotox: 8; AI-2 QS modul: 12; KLF5 inhibitor: -24

What do the screens show for `CCn1c(SCC(=O)NC2CC2)nnc1-c1ccc(C)cc1`?
HSF1 inhib: -3; HIF act: -0.3; SKKanGAS inh: 1; HSP90 inh: -2; HSF1 activator: 3; aSyn UTR inh: -5; Platelet DG rel: 1; IEC-6 cytotox: -4; AI-2 QS modul: 11; KLF5 inhibitor: -19

Results for CN(C)CCOCCOc1ccccc1-c1ccccc1 ?
HSF1 inhib: -7; HIF act: -0.5; SKKanGAS inh: -3; HSP90 inh: -3; HSF1 activator: -5; aSyn UTR inh: 12; Platelet DG rel: -2; IEC-6 cytotox: 0; AI-2 QS modul: 16; KLF5 inhibitor: -8

Results for OCCCNc1nc(-c2ccc(Cl)cc2)nnc1-c1ccccc1 ?
HSF1 inhib: 6; HIF act: 1.1; SKKanGAS inh: 6; HSP90 inh: -1; HSF1 activator: 3; aSyn UTR inh: -28; Platelet DG rel: 22; IEC-6 cytotox: 2; AI-2 QS modul: 21; KLF5 inhibitor: -54

What do the screens show for `O=C(CSc1nnc(C2COc3ccccc3O2)o1)NC1CCCCC1` (centres undefined)?
HSF1 inhib: 8; HIF act: 1.0; SKKanGAS inh: -3; HSP90 inh: -4; HSF1 activator: 14; aSyn UTR inh: -29; Platelet DG rel: 6; IEC-6 cytotox: 0; AI-2 QS modul: 3; KLF5 inhibitor: -13

What do the screens show for `O=C(O)C1CC1c1ccc(Br)cc1` (centres undefined)?
HSF1 inhib: -15; HIF act: 0.3; SKKanGAS inh: -4; HSP90 inh: -2; HSF1 activator: -17; aSyn UTR inh: -1; Platelet DG rel: -3; IEC-6 cytotox: -3; AI-2 QS modul: 16; KLF5 inhibitor: -5

How did CC1CCCCC1NC(=O)CSc1nnc(CNC(=O)c2ccccc2)n1C (centres undefined) do in these assays?
HSF1 inhib: -6; HIF act: -0.3; SKKanGAS inh: -1; HSP90 inh: -6; HSF1 activator: 4; aSyn UTR inh: -1; Platelet DG rel: -6; IEC-6 cytotox: -5; AI-2 QS modul: 11; KLF5 inhibitor: -16

What do the screens show for `CS(=O)(=O)Nc1ccc(N2CCN(c3ccc(C(F)(F)F)cn3)CC2)nc1`?
HSF1 inhib: 3; HIF act: -0.6; SKKanGAS inh: 0; HSP90 inh: 6; HSF1 activator: 19; aSyn UTR inh: 1; Platelet DG rel: 5; IEC-6 cytotox: 12; AI-2 QS modul: 18; KLF5 inhibitor: -4

How did CCOC(=O)N1CCN(C(=O)CSc2nnc(-c3cccc(OC)c3)o2)CC1 do in these assays?
HSP90 inh: 1; IEC-6 cytotox: 1; AI-2 QS modul: -35; KLF5 inhibitor: 0

How did COc1ccc(Nc2ncnc3c2cnn3-c2ccccc2)cc1OC do in these assays?
HSF1 inhib: 2; HIF act: 0.5; SKKanGAS inh: -3; HSP90 inh: -1; HSF1 activator: 15; aSyn UTR inh: -29; Platelet DG rel: -12; IEC-6 cytotox: -1; AI-2 QS modul: 1; KLF5 inhibitor: -14

Results for COc1ccc(CCNC(=O)c2cc(=O)c3cc(C)ccc3o2)cc1OC ?
HSF1 inhib: -1; HIF act: -1.2; SKKanGAS inh: 12; HSP90 inh: 5; HSF1 activator: -4; aSyn UTR inh: -15; Platelet DG rel: -1; IEC-6 cytotox: 6; AI-2 QS modul: -4; KLF5 inhibitor: -3

How did COC(=O)C1CCCN1C(=O)COc1ccc(Br)cc1Cl (centres undefined) do in these assays?
HSF1 inhib: 5; HIF act: -0.1; SKKanGAS inh: 2; HSP90 inh: 7; HSF1 activator: -3; aSyn UTR inh: 0; Platelet DG rel: 2; IEC-6 cytotox: 6; AI-2 QS modul: 6; KLF5 inhibitor: -2

What do the screens show for `COc1ccc(C(=O)CC(=O)C(=O)Nc2ccccc2OC)cc1`?
HSF1 inhib: 0; HIF act: -1.9; SKKanGAS inh: 1; HSP90 inh: 1; HSF1 activator: 6; aSyn UTR inh: -1; Platelet DG rel: -4; IEC-6 cytotox: 1; AI-2 QS modul: 49; KLF5 inhibitor: -18

What do the screens show for `Cc1cc(C)nc(/N=C(\N)Nc2ccc(S(=O)(=O)Nc3nc(C)cc(C)n3)cc2)n1`?
HSF1 inhib: -1; HIF act: -0.6; SKKanGAS inh: 1; HSP90 inh: 4; HSF1 activator: 18; aSyn UTR inh: -7; Platelet DG rel: 0; IEC-6 cytotox: 1; AI-2 QS modul: 36; KLF5 inhibitor: -1

How did CCC[C@@H](CNC)NC[C@H](Cc1ccccc1)NCCCCc1ccccc1 do in these assays?
HSF1 inhib: -7; HIF act: -1.3; SKKanGAS inh: 8; HSP90 inh: -2; HSF1 activator: 11; aSyn UTR inh: -16; Platelet DG rel: 2; IEC-6 cytotox: 24*; AI-2 QS modul: 5; KLF5 inhibitor: -22
